MrgX1 allo act: positive allosteric modulators of MrgX1, primary screen, HEK293 cells, Fluo-4 calcium flux; FDSS; stronger effect = higher value; B-score at 10 µM; 310,000 compounds, 0.63% hits; AID 588675, 2011;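 active = plate-corrected calcium response at least 3 library SD above typical, normal starting fluorescence, not activating the receptor alone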;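 also: compound read alongside a low EC10 to EC30 dose of BAM8-22 agonist; peak minus trough fluorescence over baseline measured at the second addition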
TRPC6 activator: mouse TRPC6 channel activators, primary screen, cell-based, HEK293, membrane potential dye; Short transient receptor potential channel 6 (Mus musculus), Q61143; HEK293-TRPC6 membrane potential dye fluorescence; stronger effect = higher value; B-score at 10 µM; 310,000 compounds, 0.13% hits; AID 2550, 2010;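 active = B-score of the integrated fluorescence ratio above library mean plus 3 SD, and starting fluorescence ratio within library mean plus 5 SD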;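 also: higher score means more depolarization so channel activation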
TRPC4 block: inhibitors of mouse TRPC4 channel, primary screen, Fluo4 calcium, HEK293 TRPC4beta/mu-opioid cells; DAMGO-evoked Fluo4 calcium flux; stronger effect = lower value; 300,000 compounds, 0.39% hits; B-score at 10 µM; AID 2247, 2010;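 active = B-score over 3 SD under the library average, no early fluorescence shift, positive overall ratio signal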
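Assay system – HEK293 line stably carrying TRPC4beta and mu-opioid receptor · Doses – single dose · Detection – Fluo4 calcium-dye fluorescence, kinetic read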
TMEM16A inh: TMEM16A chloride channel inhibitors, primary screen, cell-based, HTS. Anoctamin-1 (Mus musculus), Q8BHY3. HEK293 TMEM16A/YFP iodide influx fluorescence, ionomycin. normalized B-score (activity score, 25-100; higher = stronger inhibition) at 10 µM. 310,000 compounds, 1.2% hits;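 active = ratio plate-corrected score three or more library SD toward inhibition, starting fluorescence score within five deviations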;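 also: score derived from kinetic fluorescence span divided by baseline fluorescence per well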
Target sequence (Q8BHY3 whole entry, looked up): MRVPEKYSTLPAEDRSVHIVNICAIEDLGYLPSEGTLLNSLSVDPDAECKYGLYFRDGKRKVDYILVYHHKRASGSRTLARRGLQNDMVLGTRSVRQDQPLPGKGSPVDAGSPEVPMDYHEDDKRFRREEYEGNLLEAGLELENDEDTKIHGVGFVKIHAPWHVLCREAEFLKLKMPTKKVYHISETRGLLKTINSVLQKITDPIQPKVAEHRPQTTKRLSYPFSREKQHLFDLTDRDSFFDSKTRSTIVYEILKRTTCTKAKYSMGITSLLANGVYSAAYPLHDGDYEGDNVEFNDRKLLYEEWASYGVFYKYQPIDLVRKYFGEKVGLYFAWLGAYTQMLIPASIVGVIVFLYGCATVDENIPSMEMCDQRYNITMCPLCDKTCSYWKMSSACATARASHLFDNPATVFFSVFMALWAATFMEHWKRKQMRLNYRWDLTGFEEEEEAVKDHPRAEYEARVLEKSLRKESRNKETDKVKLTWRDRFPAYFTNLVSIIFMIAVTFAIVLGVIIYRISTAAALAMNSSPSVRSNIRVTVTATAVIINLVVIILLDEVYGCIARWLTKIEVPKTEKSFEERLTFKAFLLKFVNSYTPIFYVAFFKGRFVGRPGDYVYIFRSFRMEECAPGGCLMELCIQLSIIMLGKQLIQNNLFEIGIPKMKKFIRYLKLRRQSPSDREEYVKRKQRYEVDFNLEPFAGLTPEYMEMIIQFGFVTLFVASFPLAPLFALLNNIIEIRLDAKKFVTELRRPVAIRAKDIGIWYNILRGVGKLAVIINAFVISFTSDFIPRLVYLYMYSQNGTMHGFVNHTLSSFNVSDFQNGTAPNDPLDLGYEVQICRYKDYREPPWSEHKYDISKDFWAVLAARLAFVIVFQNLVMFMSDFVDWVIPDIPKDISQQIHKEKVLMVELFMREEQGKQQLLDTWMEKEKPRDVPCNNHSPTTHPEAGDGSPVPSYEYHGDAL
MrgX1 antag: antagonists of human MrgX1 receptor, primary screen, HEK293 cells, Fluo-4 calcium flux; Mas-related G-protein coupled receptor member X1 (Homo sapiens), Q96LB2; BAM8-22 antagonism; stronger effect = lower value; B-score at 10 µM; 310,000 compounds, 1.3% hits; AID 588676, 2011;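 active = calcium-response B-score plate-corrected more than 3 library SD below zero, starting fluorescence within 5 deviations, no agonist response on first addition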;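 also: peak minus trough fluorescence over baseline after final BAM8-22 challenge near maximal dose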
TRPC4 potent: positive allosteric modulators of TRPC4, primary screen, cell-based, mouse TRPC4beta, HEK293 mu-opioid, Fluo-4 calcium | DAMGO EC20, Fluo-4 Ca2+ flux; stronger effect = higher value | B-score at 10 µM | 310,000 compounds, 0.42% hits;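 active = B-score of calcium response area above 5 SD of library B-scores, with initial fluorescence ratio within 5 SD of library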;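 also: B-score of integrated fluorescence ratio over time as area under calcium response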
MrgX1 agonist: agonists of human MrgX1 receptor, primary screen, HEK293 cells, Fluo-4 calcium flux; 310,000 compounds, 0.44% hits; Fluo-4 calcium fluorescence, agonist mode; stronger effect = higher value; Mas-related G-protein coupled receptor member X1 (Homo sapiens), Q96LB2; B-score at 10 µM;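 active = calcium response B-score plate-corrected fluorescence ratio at least 3 library SD, with starting fluorescence B-score inside 5 SD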
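Material: HEK293 cells stably expressing human MrgX1 receptor | Quantity: 15,000 cells per well | Times: Cells plated overnight, dye loaded 0.5 h 37 °C, 0.5 h room temperature | Measured by: Kinetic Fluo-4 NW fluorescence of intracellular calcium | Control set: Positive and negative controls per plate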
SKKanGAS inh: S. pyogenes SKKanGAS growth inhibitors in kanamycin, primary screen, streptokinase expression inhibitor project, SKKanGAS strain, BacTiter-Glo luminescence; 6 h; inhibition, % at 7.5 µM; 300,000 compounds, 1.3% hits; AID 1662, 2009;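 active = mean replicate score, as percent of positive control median, at least 50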;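 also: strain carries kanamycin resistance gene driven by streptokinase promoter and grows in 40 µg/ml kanamycin; loss of luminescence reflects streptokinase promoter inhibition or plain growth inhibition; 0% = median of DMSO wells and 100% = positive control at its reference dose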
TRPC4 agonist: activators of mouse TRPC4 channel, primary screen, Fluo4 calcium, HEK293 TRPC4beta/mu-opioid cells; Short transient receptor potential channel 4 (Mus musculus), Q9QUQ5; Fluo4 calcium fluorescence; stronger effect = higher value; B-score at 10 µM; 310,000 compounds, 0.49% hits; AID 2237, 2010;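 active = B-score above 5 SD of library B-scores, and initial fluorescence ratio not above library mean plus 5 SD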;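 also: positive B-score marks a calcium rise read as TRPC4 activation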
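Material: TRPC4beta and mu-opioid receptor HEK293 stable cells | Incubation: 45 min room-temperature Fluo4 loading, 110 s read | Detection: Kinetic Fluo4 calcium fluorescence | Measure: Integrated baseline-normalised fluorescence ratio, converted to per-well B score | Benchmarks: Low control buffer alone, high control maximal DAMGO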
TRPC6 inh: mouse TRPC6 channel inhibitors, primary screen, cell-based, HEK293, membrane potential dye. Short transient receptor potential channel 6 (Mus musculus), Q61143. B-score at 10 µM. ACh-evoked depolarization; stronger effect = lower value. 310,000 compounds, 1.1% hits;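 active = B-score under library mean minus 3 SD, initial fluorescence not abnormally high, positive integrated signal ratio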;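 also: B-score derived from integrated fluorescence ratio over the kinetic read; more negative B-score means stronger inhibition of depolarization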
ANO1 activ: TMEM16A chloride channel activators or potentiators, primary screen, cell-based, HTS | Anoctamin-1 (Mus musculus), Q8BHY3 | HEK293 TMEM16A/YFP-H148Q/I152L, iodide quench fluorescence; stronger effect = lower value | B-score at 10 µM | 340,000 compounds, 0.3% hits | AID 623877, 2012;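 active = fluorescence-ratio B-score plate-corrected deviation score at least 3 library SD below zero, with starting fluorescence score within 5 deviations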;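 also: channel opened by trigger with iodide after compound preincubation; score built on the fluorescence ratio of max minus min over baseline; more negative score means more quench and so TMEM16A activation or potentiation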
Numbers without * were called inactive; i = inactive; x = no result given.

Compound,TRPC4 block,MrgX1 agonist,SKKanGAS inh,TRPC4 agonist,TRPC6 activator,MrgX1 allo act,ANO1 activ,TMEM16A inh,TRPC4 potent,TRPC6 inh,MrgX1 antag
CCOC(=O)CC(=O)CSC1=C(C#N)C(c2ccccc2OC)CC(=O)N1 (stereo unspecified),i,i,10,i,i,i,i,i,i,i,i
c1cnc2c(c1)ncc1cscc12,i,i,-14,i,i,i,i,i,i,i,i
COCCCn1c(=N)c(C(=O)NCC2CCCO2)cc2c(=O)n3ccccc3nc21 (stereo unspecified),i,i,2,i,i,i,x,i,i,i,i
CSc1cccc(NC(=O)CNC(=O)C2CCCCC2)c1,i,i,30,i,i,i,i,i,i,i,i
CCc1ccc(NS(=O)(=O)c2ccc(OC)c3ncccc23)cc1,i,i,2,i,i,i,i,i,i,i,i
CCCS(=O)(=O)N1CCN(c2ccccn2)CC1,i,i,6,i,i,i,i,i,i,i,i
Cc1cc(C)cc(OCCCCn2cncn2)c1,i,i,-10,i,i,i,i,i,i,i,i
COc1ccc(CNC(=O)c2cc(C)nn2-c2ccccc2)cc1,i,i,-5,i,i,i,i,i,i,i,i
Cc1cc(CNC(=O)COc2ccc(C)c(C)c2)c2ccccc2n1,i,i,0,i,i,i,i,i,i,i,i
CN(C)CCCN(C(=O)c1ccc2c(c1)OCCO2)c1nc2cc3c(cc2s1)OCO3,i,i,0,i,i,i,i,i,i,-5.7*,i
O=C(COc1ncnc2sccc12)NC1CCS(=O)(=O)C1 (stereo unspecified),i,i,11,i,i,i,i,i,i,i,i
COc1ccc2[nH]c(=O)c(C(c3nnnn3CC3CCCO3)N3CCCCC3)cc2c1 (stereo unspecified),i,i,-2,i,i,i,i,i,i,i,i
Cc1ccc(NC2=CC(=O)CC(C)(C)C2)c(N)c1,i,i,1,i,i,i,i,i,i,i,i
CCN1C(=O)c2cccc3c(S(=O)(=O)Nc4ccccc4)ccc1c23,i,i,2,i,i,i,i,i,i,i,-6.9*
O=C(/C=C/Nc1cccc(O)c1)c1ccccc1,i,i,4,i,i,i,i,i,i,i,i
COc1ccc(Oc2nc(C)cc(C)c2C#N)cc1,i,i,-21,i,i,i,i,i,i,i,i
Cc1cccc(C(=O)OCC(=O)NCC(C)C)c1O,i,i,14,i,i,i,i,i,i,i,i
Cc1cc(C(F)F)n2nc(C(=O)Nc3sc4c(c3C#N)CCC(C)C4)nc2n1 (stereo unspecified),i,i,27,i,i,i,i,i,i,i,i
Cc1nc2c(sc(=S)n2Cc2ccco2)c(=O)n1CC(=O)Nc1cc(F)ccc1F,i,i,19,i,i,i,i,i,i,i,i
CNC(=O)c1ccc(Nc2nnc(-c3ccc(C)c(S(N)(=O)=O)c3)c3ccccc23)cc1,i,i,6,i,i,i,i,i,i,i,i
Cc1ccn2c(Nc3ccccc3C)c(-c3ccccn3)nc2c1,i,i,96*,i,i,9.1*,i,i,i,-5.7*,i
C/C(=N/NC(=O)c1cc(C(C)C)[nH]n1)c1cccs1,i,i,5,i,i,i,i,i,i,i,i
O=C(NC1CCCCC1)C1CC(=O)N(c2ccccc2)C1 (stereo unspecified),i,i,2,i,i,i,i,i,i,i,i
N#C/C(=C/c1ccc(-c2ccc(S(N)(=O)=O)cc2)o1)c1nc2ccccc2s1,x,i,x,x,x,i,i,i,x,x,i
CCOc1cc(N2CCOCC2)c(OCC)cc1NC(=O)CN1C(=O)NC(C)(C2CC2)C1=O (stereo unspecified),i,i,-3,i,i,i,i,i,i,i,-4.7*
S=C(NC1CCCCC1)c1ccc2c(c1)OCO2,i,i,-4,i,i,i,i,i,i,i,i
Cc1ccc(-c2nc3sc(C(N)=O)c(N)c3c3c2CCCC3)cc1,i,i,21,i,i,i,i,i,i,i,i
CCOc1ccccc1NC(=O)COC(=O)CCOc1cc(C)ccc1C,i,i,0,i,i,i,i,i,i,i,i
Cc1ccc(SCC(=O)N2N=CCC2c2ccccc2)cc1 (stereo unspecified),i,i,-2,i,i,i,i,i,i,i,i
COc1ccc(N2C(=O)CCC(C(=O)c3ccccc3)=C2C)cc1,i,i,-2,i,i,i,i,i,i,i,i
O=C1CCC(C(=O)N2CCc3ccccc3C2)CN1CCCN1CCOCC1 (stereo unspecified),i,i,-1,i,i,i,i,i,i,i,i
CCCOc1ccc(-c2csc3nc[nH]c(=O)c23)cc1,i,i,6,i,i,i,i,i,i,i,i
CN1CCN(c2nc(Nc3ccccc3)nc(N)c2[N+](=O)[O-])CC1,i,i,3,i,i,i,i,i,i,i,i
CCOc1ccccc1N=Cc1c(O)c2ccccc2oc1=O,i,i,8,i,i,i,i,i,i,i,i
CCOC(=O)c1sc2ncn(/N=C/c3ccc(O)cc3)c(=O)c2c1C,i,i,2,i,i,i,i,i,i,i,i
Cc1nc(C)c(-c2ccccc2)c(=O)[nH]1,i,i,0,i,i,i,i,i,i,i,i
Cc1nn(-c2ccccn2)c2nc(-c3cccs3)cc(C(=O)N3CCOCC3)c12,i,i,5,i,i,i,i,i,12*,i,i
CC(C)(C)C1CC=C2C(C#N)=C(N)C(C#N)(C#N)C(c3cccs3)C2C1 (stereo unspecified),i,i,54*,i,i,i,x,i,i,i,i
CC1CCN(C(=O)c2ccc(NS(C)(=O)=O)cc2)CC1,i,i,-9,i,i,i,i,i,i,i,i
CC(NC(=O)c1ccc2ccccc2n1)c1ccc(S(N)(=O)=O)cc1 (stereo unspecified),i,i,-2,i,i,i,i,i,i,i,i
O=C(Cc1ccc([N+](=O)[O-])cc1)Nc1ccc2c(c1)OCO2,i,i,3,i,i,i,i,i,i,i,i
Cc1cccc(NC(=S)NCc2ccc3[nH]c4c(c3c2)CCCC4)c1,i,i,7,i,i,i,i,i,i,i,i
Nc1cc(=O)[nH]c(SCC(=O)Nc2cccc([N+](=O)[O-])c2)n1,i,i,-1,i,i,i,i,i,i,i,i
O=C(N/N=C/c1cc(Br)cc(Br)c1O)c1cccc(S(=O)(=O)N2CCOCC2)c1,i,i,107*,i,i,i,i,i,i,-5.7*,i
Cc1ccc(Nc2nnc(SCC(=O)NCCN3C(=O)CSC3=O)s2)cc1C,i,i,-1,i,i,i,i,i,i,i,i
CC(C)(C)c1nn2cnnc2n(/N=C/c2ccccc2)c1=O,i,i,5,i,i,i,i,i,i,i,i
O=C1C(Cl)=C(Nc2ccc(O)cc2)C(=O)c2ccccc21,i,i,20,i,i,i,i,i,i,i,i
COCCn1nnnc1C(c1ccc(Cl)cc1)N1CCSCC1 (stereo unspecified),i,i,1,i,i,i,i,i,i,i,i
COc1ccccc1C(=O)Nc1ccc2c(c1)OCO2,x,i,-3,i,i,i,i,i,i,i,i
O=C(OCC(=O)N1CCOCC1)c1cc(F)c(F)cc1Cl,i,i,5,i,i,i,i,i,i,i,i
CCOC(=O)Cn1c2ccccc2c2nc(C)sc21,i,i,-3,i,i,i,i,i,i,i,i
C=C(C)CN1C(=O)C(O)(CC(=O)c2ccc3c(c2)OCCO3)c2ccccc21 (stereo unspecified),i,i,-3,i,i,i,i,i,i,i,i
COc1cc(/C=C/c2cccc[n+]2C)ccc1OCC(=O)Nc1cccc(Cl)c1,i,i,8,i,i,i,i,i,i,i,i
CC(=O)c1ccc(-n2nnnc2SCC(=O)N2CCc3ccccc3C2)cc1,i,x,-6,i,i,x,i,x,i,i,x
CSc1ccc(CN(C)CC(=O)Nc2ccc(NC(C)=O)cc2)cc1,i,i,-12,i,i,i,i,i,i,i,i
Cc1cc(NC(=O)CC(F)(F)F)n(-c2ccccc2)n1,i,i,-1,i,i,i,i,i,i,i,i
CCNc1nc(Oc2ccc(=O)n(C)n2)nc(N2CCOCC2)n1,i,i,1,i,i,i,i,i,i,i,i
COc1ccc(OC(C)C(=O)Nc2ccccc2C(F)(F)F)cc1 (stereo unspecified),i,i,-9,i,i,i,i,i,i,i,i
COc1ccc(C(=O)NCc2nnc(SCC(=O)Nc3cccc(C(F)(F)F)c3)o2)cc1OC,i,i,-14,i,i,i,i,i,i,i,i
CCCCOc1ccc(C(=O)N2CCCCCC2)cc1,i,i,-1,i,i,i,i,i,i,i,i

(more compounds)
Compound,TRPC4 block,MrgX1 agonist,SKKanGAS inh,TRPC4 agonist,TRPC6 activator,MrgX1 allo act,ANO1 activ,TMEM16A inh,TRPC4 potent,TRPC6 inh,MrgX1 antag
CCOC(=O)C1=NNC(C(=O)c2ccc(C)cc2)C1c1ccc(C)cc1 (stereo unspecified),i,i,-7,i,i,i,i,i,i,i,i
O=C(CCc1nc2ccccc2c(=O)[nH]1)Nc1cccc(S(=O)(=O)N2CCOCC2)c1,i,i,11,i,i,i,i,i,i,i,i
CC1(c2ccc3ccccc3c2)NC(=O)N(CC(=O)N2CCN(c3ccccc3O)CC2)C1=O (stereo unspecified),i,i,3,i,i,i,i,i,i,i,i
CCOC(=O)/C(=N/Nc1ccc(C)cc1)S(=O)(=O)c1ccc(Cl)cc1,i,i,20,i,i,i,i,i,i,i,i
O=S(=O)(N1CCCCC1)n1nnc2ccccc21,i,i,-3,i,i,i,i,i,i,i,i
CC(=O)c1ccc(NC(=O)c2noc3c2CCC3)cc1,i,i,3,i,i,i,i,i,i,i,i
CCOC(=O)CSc1ccc(S(=O)(=O)N2CCCCC2)cc1[N+](=O)[O-],i,i,0,i,i,i,i,i,i,i,i
